Assay outcomes from PubChem.
GRP78 ERSR act: qHTS for Inducers of the Endoplasmic Reticulum Stress Response (ERSR) in Human Glioma: qHTS; AID 602332, 2012; U87-MG GRP78 promoter luciferase reporter, 16 h; actives 0.02% (n = 420,000); Potency, µM, for the others: top-dose activation, hits mostly activators; further: potency means the concentration at half of the fitted maximal effect; series mostly up to about 76 µM; % of control where 0% means no effect; nearly all actives have a fitted effect of over 35% in size
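Stably transfected U87-MG human glioma cells carrying a GRP78-based luminescent sensor were seeded at 1000 cells/well, pin-dosed with compounds and incubated 16 h. Luciferase reagent was then added, and end-point luminescence was read after 10 min at room temperature.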
APEX1 inh: qHTS Assay for Inhibitors of the Human Apurinic/apyrimidinic Endonuclease 1 (APE1); DNA repair nuclease/redox regulator APEX1 (Homo sapiens), P27695; recombinant APE1, TAMRA/BHQ-2 abasic DNA cleavage fluorescence; Potency, µM (highest dose often 65.8 µM), for inactives: at the top dose activity change, negative = inhibition, hits mostly inhibitors; actives 0.35% (n = 350,000); AID 2517, 2012;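 further: potency means the concentration at half of the fitted maximal effect; plate controls were vehicle for no effect and reference inhibitor for full effect; nearly all actives have a fitted effect of over 55% in size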
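Substrate: short duplex with […] THF abasic site, 5'-TAMRA and 3'-BHQ-2, 50 nM final. APE1 at 0.75 nM, preincubated 15 min RT with compound. Fluorescence increase from first to third read measured activity.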
Apoferritin bind: qHTS Assay for Identification of Novel General Anesthetics | Ferritin light chain (Equus caballus), P02791 | apoferritin/1-aminoanthracene competitive binding, fluorescence | Potency, µM (highest dose often 77.5 µM), without a hit: top-dose activity change, negative = displacement, usual class: inhibitors | actives 0.074% (n = 350,000); further: potency means the concentration at half of the fitted maximal effect; on the % scale 0 is the no-effect control and ±100 the full control effect; nearly all actives have a fitted effect of over 20% in size
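Probe: 1-aminoanthracene (50% saturated, PBS). Protein: horse-spleen apoferritin, 10 uM. Incubation: 10 min, room temperature. Detection: 380 nm excitation, 535 nm emission. Analysis: normalized response, four-parameter Hill.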
Pol eta inh: qHTS for Inhibitors of Polymerase Eta; recombinant Pol eta, fluorescent DNA replication assay; Potency, µM (highest dose often 114 µM), inactives show at the top dose activity change, negative = inhibition, usual class: inhibitors; actives 1.2% (n = 390,000); further: potency means the concentration at half of the fitted maximal effect; on the % scale 0 is the no-effect control and ±100 the full control effect
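Fluorescent replication assay: 50 nM final substrate added after a 15 min room-temperature compound preincubation with 10 nM enzyme. Signal taken at 0 min and again at 10 min.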
Pol kappa inh: qHTS for Inhibitors of Polymerase Kappa; AID 588579, 2011; Potency, µM (highest dose often 107 µM), for the others: top-dose activity, negative = inhibition, most hits filed as inhibitors; purified Pol kappa, fluorescent DNA synthesis assay, 10 min; actives 0.53% (n = 400,000); DNA polymerase kappa (Homo sapiens), Q9UBT6; further: potency means the concentration at half of the fitted maximal effect; on the % scale 0 is the no-effect control and ±100 the full control effect
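10 nM Pol kappa was preincubated with compounds for 15 min at room temperature. Reaction started with 50 nM (final) substrate. Fluorescence read kinetically at 0 and 10 min.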
POLB inh: qHTS Assay for Inhibitors of DNA Polymerase Beta. P06746. Pol beta primer extension/strand displacement, fluorescence kinetic. Potency, µM (doses to about 114 µM), for the others: at the highest dose activity change, negative = inhibition, hits mostly inhibitors. actives 1.3% (n = 340,000). AID 485314, 2010; further: potency means the concentration at half of the fitted maximal effect; on the % scale 0 is the no-effect control and ±100 the full control effect
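Homogeneous kinetic assay of primer extension and strand displacement by 10 nM Pol beta, preincubated 15 min at room temperature with compound before 50 nM substrate (final) was added. Read at 0 and 10 min; four-parameter Hill fit.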
LDHA inh: qHTS assay for inhibitors of human lactate dehydrogenase; L-lactate dehydrogenase A chain (Homo sapiens), P00338; actives 0.15% (n = 480,000); activity change, % (values are at about 110 or 230 µM); purified LDHA, NADH/diaphorase-resazurin fluorescence; hits give low values; AID 1347041, 2019; in the data active means activity change below about -30%; inconclusive means mostly about -25% to -30%;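 further: plate controls were DMSO wells for no effect and wells without enzyme for full effect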
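Remaining NADH was detected by diaphorase (0.133 mg/mL) converting 37 µM resazurin to fluorescent resorufin, read at 0 and 20 minutes. The preceding 5-minute room-temperature reaction used 2 nM LDHA, 0.2 mM sodium pyruvate and 0.06 mM NADH at pH 7.4.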
Pol iota inh: qHTS for Inhibitors of Polymerase Iota; DNA polymerase iota (Homo sapiens), Q9UNA4; Pol iota fluorescent replication assay, 10 min; Potency, µM (highest dose often 115 µM), without a hit: top-dose activity, negative = inhibition, actives largely listed as inhibitors; actives 1% (n = 390,000); further: potency means the concentration at half of the fitted maximal effect
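Pol iota at 10 nM preincubated 15 min with compounds at room temperature; reaction started with fluorescent substrate, 50 nM final. Fluorescence read kinetically at 0 and 10 min; buffer-only wells as negative control.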
BLM inh: qHTS Assay for Inhibitors of Bloom's syndrome helicase (BLM). actives 0.2% (n = 350,000). Potency, µM (series often up to 56.1 µM), for inactives: at the highest dose activity change, negative = inhibition, hits mostly inhibitors. AID 2528, 2010. recombinant BLM DNA unwinding, fluorescence dequenching. RecQ-like DNA helicase BLM (Homo sapiens), P54132;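 further: potency means the concentration at half of the fitted maximal effect; plate controls were vehicle for no effect and no enzyme for full effect; nearly all actives have a fitted effect of over 35% in size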
Target sequence (P54132 whole entry, looked up): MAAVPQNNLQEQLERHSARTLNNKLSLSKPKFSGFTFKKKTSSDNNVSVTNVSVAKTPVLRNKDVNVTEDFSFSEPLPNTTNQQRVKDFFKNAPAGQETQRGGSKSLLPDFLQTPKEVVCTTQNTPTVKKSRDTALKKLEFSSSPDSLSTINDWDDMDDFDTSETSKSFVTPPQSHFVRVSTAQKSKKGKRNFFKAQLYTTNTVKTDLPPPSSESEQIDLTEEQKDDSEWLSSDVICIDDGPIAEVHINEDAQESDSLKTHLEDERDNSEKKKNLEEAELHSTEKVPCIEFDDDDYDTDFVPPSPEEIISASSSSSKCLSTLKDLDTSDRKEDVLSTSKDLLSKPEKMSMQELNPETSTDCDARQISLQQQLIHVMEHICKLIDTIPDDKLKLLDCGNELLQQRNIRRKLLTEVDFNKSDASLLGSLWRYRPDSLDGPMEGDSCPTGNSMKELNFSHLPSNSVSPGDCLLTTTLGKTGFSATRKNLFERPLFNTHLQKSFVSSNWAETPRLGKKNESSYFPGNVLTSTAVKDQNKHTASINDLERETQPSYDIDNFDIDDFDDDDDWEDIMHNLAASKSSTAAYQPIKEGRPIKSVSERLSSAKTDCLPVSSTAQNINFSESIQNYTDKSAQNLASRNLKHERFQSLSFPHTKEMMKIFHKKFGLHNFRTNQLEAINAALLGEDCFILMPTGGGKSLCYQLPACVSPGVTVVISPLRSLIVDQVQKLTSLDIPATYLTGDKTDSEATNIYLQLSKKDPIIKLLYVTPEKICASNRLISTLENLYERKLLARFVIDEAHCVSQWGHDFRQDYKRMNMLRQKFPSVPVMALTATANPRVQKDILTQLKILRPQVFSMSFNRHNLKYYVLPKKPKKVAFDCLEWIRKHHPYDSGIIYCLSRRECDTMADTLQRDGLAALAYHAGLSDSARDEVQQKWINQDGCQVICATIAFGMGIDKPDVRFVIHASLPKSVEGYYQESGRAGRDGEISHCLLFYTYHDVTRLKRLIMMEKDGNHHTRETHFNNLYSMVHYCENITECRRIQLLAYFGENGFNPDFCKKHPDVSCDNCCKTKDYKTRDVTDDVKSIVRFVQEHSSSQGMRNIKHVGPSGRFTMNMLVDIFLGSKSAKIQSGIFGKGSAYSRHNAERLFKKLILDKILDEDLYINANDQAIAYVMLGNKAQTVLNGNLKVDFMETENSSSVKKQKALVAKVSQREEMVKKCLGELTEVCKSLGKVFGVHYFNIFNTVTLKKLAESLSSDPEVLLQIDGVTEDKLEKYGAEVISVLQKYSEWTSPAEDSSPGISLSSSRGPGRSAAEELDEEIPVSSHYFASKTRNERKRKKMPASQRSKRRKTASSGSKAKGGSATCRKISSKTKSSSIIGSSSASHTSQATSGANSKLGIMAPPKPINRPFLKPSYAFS
* = called active by the depositor; ? = inconclusive; . = not tested or not shown; & = joins results of further samples; [ ] = another dose, or the depositor's remark. Unless noted, the call rests on the fitted dose curve; in most records, active means well fitted curve in the direction sought with a large enough effect; inconclusive means small, poorly fitted or top-dose-only effect, or another doubt; inactive means no such curve, though single readings can be large; an effect the other way counts as inactive or inconclusive.

SMILES	GRP78 ERSR act	APEX1 inh	Apoferritin bind	Pol eta inh	Pol kappa inh	POLB inh	LDHA inh	Pol iota inh	BLM inh
CCS(=O)(=O)n1c(Cc2cccs2)nc2ccccc21	4.7%	1.6%	.	-9.6%	-6.6%	.	-0.6	-22.1%	.
COc1cc(-c2nc(CN3CCCCC3CCNC(C)=O)c(C)o2)ccc1F (stereo not given)	-7.5%	25.8%	0.1%	-4.2%	-1.0%	13.5%	-3.4	2.3%	4.5%
Cc1ccc(S(=O)(=O)N(C)c2ccc(C(=O)Nc3ccccc3C(=O)N3CCOCC3)cc2)cc1	-4.7%	-1.0%	1.8%	1.3%	-15.3%	17.2%	-6.8	12.2%	-7.1%
CC1=C(/C=C/C(C)=C/C=C/C(C)=C/C=C/C=C(C)/C=C/C=C(C)/C=C/C2=C(C)CCCC2(C)C)C(C)(C)CCC1	-4.1%	0.5%	-2.0%	.	-3.1%[60.1 µM]	.	.	.	4.4%
CCCCNc1nc2cccnc2s1	5.5%	1.1%	2.1%	-4.7%	12.0%	4.2%	-1.5	-22.4%	-2.0%
Cc1cc(NC(=O)/C=C/c2ccc(Cl)cc2)no1	3.4%	-5.0%	-4.7%	-7.5%	-1.6%	17.8%	-5.2	-13.0%	-3.2%
CSc1ccc(S(=O)(=O)NCC(=O)OCC(=O)NCC2CCCO2)cc1[N+](=O)[O-] (stereo not given)	-6.1%	-16.5%	.	-18.7%	5.1%	.	-5.5	29.8%	.
O=C(CN1C(=O)NC2(CCCCCCC2)C1=O)NCc1ccccc1Cl	1.5%	32.1%	.	-10.3%	5.0%	.	-1.0	8.8%	.
O=C(Nc1ccc(Cl)c(S(=O)(=O)N2CCCC2)c1)c1nn(CCO)c(=O)c2ccccc12	-0.2%	1.4%	.	?	-0.1%	.	3.4	34.3%[activator]	.
CCN1C(=O)/C(=C\N2CCN(C(=O)c3ccco3)CC2)SC1=S	-4.2%	1.4%	5.3%	-22.7%	-7.0%	1.4%	-3.7	35.6%[activator]	-1.0%
COC(=O)[C@H](CCCN=C(N)N)NC(=O)CCCc1c(-c2ccccc2)[nH]c2c(F)cc(F)cc12	-4.6%	-1.6%	-7.5%	.	-4.1%[60.1 µM]	.	.	.	-3.8%
CCc1cccc2c(C(=O)CSc3nncn3C)c[nH]c12	3.4%	0.2%	-14.7%	-15.7%	-3.3%	36.7%	-3.1&-1.8	151.4%[activator]	-1.4%
Cc1cc2c(cc1S(=O)(=O)N1CCN(c3cccc(C)c3C)CC1)OCCN2C	-3.8%	25.9%	-3.7%	-19.4%	-5.5%	-0.9%	-3.2	-20.0%	-9.9%
Oc1c(C(Nc2ccccn2)c2ccccn2)ccc2cccnc12 (stereo not given)	-3.9%	-5.0%	-19.1%	-13.5%	-12.9%	12.0%	3.2	14.2%	-2.0%
CC(C)Oc1ccc(C(=O)N(Cc2ccco2)Cc2cccs2)cc1	-0.2%	.	4.4%	-18.4%	-27.4%	-9.8%	-2.1	19.3%	-7.4%
C=C(C)Cn1c(CCn2c3ccccc3c3ccccc32)n[nH]c1=S	-4.3%	?	-9.9%	-25.3%	-9.2%	-10.5%	-1.9	9.7%	-2.0%
O=[N+]([O-])c1cccc(CN2CCN(Cc3ccco3)CC2)c1	-2.0%	36.5%	10.0%	4.6%	-10.3%	31.2%	-43.0*	4.6%	0.3%
CCN(CC)NC(=O)Nc1ccccc1	4.0%	9.4%	-1.1%	-2.9%	-2.1%	5.6%	-17.0	-7.4%	-11.0%
COC(=O)C1=C(C)NC(C)=C(C(=O)OC)C1C(=O)OCC(=O)N1CCCCC1C (stereo not given)	-1.0%	-1.9%	.	1.7%	-4.8%	.	-1.8	-6.7%	.
CC12CCC(=O)N1C(C(=O)NCc1ccccc1Cl)CS2 (stereo not given)	-3.6%	51.6%[activator]	.	-12.2%	1.9%	.	-5.5	27.9%	.
O=C(CSc1nnc(-c2ccccc2)n1-c1ccccc1)N1c2ccccc2Sc2ccccc21	-2.6%	9.3%	3.5%	2.4%	-10.9%	2.9%	-6.2	16.5%	-2.7%
Cc1ccc(S(=O)(=O)N2CCN(c3ccc(N4CCOCC4)nn3)CC2)cc1[N+](=O)[O-]	-4.4%	-0.6%	.	-5.8%	-5.0%	.	-1.6	86.6%[activator]	.
COC(=O)CSc1nnc(-c2cccc(O)c2)o1	-5.2%	.	-7.2%	-8.5%	-4.1%[60.1 µM]	3.8%	5.5	17.8%	-0.2%
Cc1cccc(-n2c(N)cc(=O)nc2SCC(=O)Nc2cc(C)on2)c1	-2.4%	1.9%	-18.9%	-1.9%	-14.2%	-0.1%	1.8	0.3%	-1.9%
Cc1nc(N2CCN(c3ccccn3)CC2)c2c(C)c(C(=O)Nc3ccc(F)cc3)sc2n1	-1.0%	-4.8%	-7.8%	-2.1%	4.2%	-0.6%	-15.1	-14.2%	-12.5%
CCOC(=O)C(Sc1cc(-c2ccccc2)nc2ncnn12)C(C)=O (stereo not given)	-2.5%	-1.2%	1.7%	0.2%	-3.7%	-6.8%	-6.0	116.8%[activator]	-0.8%
O=C(O)C1CCN(C(=O)CSc2nnc3ccccn23)CC1	-2.0%	32.0%	.	-16.8%	8.5%	.	-0.2	31.1%[activator]	.
CC1(CC(=O)N/N=C/c2cc([N+](=O)[O-])c(O)cc2O)OCCO1	-5.9%	14.1µM*	-14.0%	22.4µM*	?	4.47µM*	4.5	?	-9.6%
CC(C)CCNC(=O)c1nn(C)c2c1CSc1ccccc1-2	3.1%	.	5.1%	-15.9%	-2.0%	20.4%	-10.6	-7.8%	1.6%
O=S(=O)(Nc1ccc(-n2cnnn2)cc1)c1cccs1	-4.7%	-0.4%	.	-6.9%	10.3%	.	-0.3	33.3%[activator]	.

Of the compounds above, these contain fluorine.
SMILES	GRP78 ERSR act	APEX1 inh	Apoferritin bind	Pol eta inh	Pol kappa inh	POLB inh	LDHA inh	Pol iota inh	BLM inh
COc1cc(-c2nc(CN3CCCCC3CCNC(C)=O)c(C)o2)ccc1F (stereo not given)	-7.5%	25.8%	0.1%	-4.2%	-1.0%	13.5%	-3.4	2.3%	4.5%
COC(=O)[C@H](CCCN=C(N)N)NC(=O)CCCc1c(-c2ccccc2)[nH]c2c(F)cc(F)cc12	-4.6%	-1.6%	-7.5%	.	-4.1%[60.1 µM]	.	.	.	-3.8%
Cc1nc(N2CCN(c3ccccn3)CC2)c2c(C)c(C(=O)Nc3ccc(F)cc3)sc2n1	-1.0%	-4.8%	-7.8%	-2.1%	4.2%	-0.6%	-15.1	-14.2%	-12.5%

Later entries
SMILES	GRP78 ERSR act	APEX1 inh	Apoferritin bind	Pol eta inh	Pol kappa inh	POLB inh	LDHA inh	Pol iota inh	BLM inh
Cc1cc(C)c2nc(SCC(=O)NCCN3C(=O)CSC3=O)cc(C)c2c1	-4.0%	-6.1%	-14.1%	?	-7.4%	9.1%[57.1 µM]	-3.4	1.9%	-0.5%
CC(C)N(C(=O)COC(=O)[C@H](C)NC(=O)c1ccco1)c1ccccc1	-1.8%	-1.8%	-4.7%	0.6%	-20.0%	-0.5%	-0.8	7.5%	3.0%
Clc1ccc2c(ccc[n+]2CCC2CCCCC2)c1	-3.7%	.	.	.	-22.0%	.	2.2	?	.
Cc1ccc(NC(=O)COC(=O)c2cc(=O)c3cc(F)ccc3o2)cc1	-3.0%	9.2%	.	1.3%	?	.	-1.5	?	.
CC(=O)NC(CCS(C)(=O)=O)C(=O)Nc1cc(C)ccc1C (stereo not given)	-5.9%	1.6%	-0.3%	-13.4%	-8.8%	3.2%	-21.5	-28.5%	0.0%
CC(=O)N1CCc2c(sc3c2c(=O)n(-c2ccccc2)c(=O)n3CC(=O)c2ccccc2)C1	-1.5%	.	-9.8%	2.5%	12.7%	52.2%	-2.1	19.7%	-1.5%
COCCn1c(SCC(=O)c2ccc(Cl)cc2)nnc1C(C)C	16.8%	-1.5%	-22.2%	-1.2%	-17.7%	6.3%	-2.7	?	-0.2%
N#Cc1ccccc1NC(=O)c1ccccc1OCC(=O)Nc1ccc2c(c1)oc1ccccc12	-2.3%	.	.	-1.8%	-12.9%[60.1 µM]	.	-3.7	2.4%	.
CCCc1cc(O)c2c(C)cc(=O)oc2c1	1.6%	6.3%	-10.9%	4.2%	-2.2%	-3.2%	1.1	-18.5%	4.2%
CCC(CC)c1nnc(NC(=O)c2ccc([N+](=O)[O-])cc2)s1	4.2%	6.1%	-11.7%	-17.7%	-3.6%	-17.5%	-2.0	25.5%	-3.1%
CC1CCN(Cc2cc(=O)oc3ccc(C(C)C)cc23)CC1	-1.5%	-10.9%	-7.8%	0.9%	0.4%[60.1 µM]	20.2%	-1.4	13.2%	4.5%
Cc1noc(-c2ccc(C(F)(F)F)cc2)c1NC(=O)Nc1ccc(Cl)cc1	-1.7%	12.3%	-3.5%	-14.6%	5.5%	23.1%	-4.3	11.5%	-3.7%
CC(=O)C1C(=O)CC(c2ccc(Cl)cc2)CC1=O (stereo not given)	0.7%	?	-6.7%	-14.1%	1.4%	18.6%	-3.4	13.6%	-2.4%
CCC(C)(C)n1nnnc1C(c1cc2ccc(OC)cc2[nH]c1=O)N1CCN(C2CCCCC2)CC1 (stereo not given)	-1.7%	-1.8%	?	-5.2%	6.3%	-1.4%	6.7	-14.0%	0.5%
CCOc1ccc(CNc2ccc(N3CCCC3)cc2)cc1	-4.4%	1.4%	-6.4%	-3.2%	-5.8%	8.6%	29.5&-4.1	?	-4.5%
COc1cc(Cl)c(NC(=O)CCS(=O)(=O)c2cc3c(cc2Cl)NC(=O)CO3)c(OC)c1	-2.8%	.	-4.5%	-17.1%	-6.4%	-9.2%	0.5	-3.1%	1.8%

This is a subset, so the mix of outcomes need not match the whole.
